Mac1 fbg enh: increases human CD11b/CD18 adhesion to fibrinogen. activation, % at 10 µM. hit rate 0.07% among 93,000. AID 1499. K562 CD11b/CD18 adhesion to fibrinogen, ATPlite luminescence;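 active means 10 µM primary screen giving 50% or more activity, confirmed by 40% or more on retest at that dose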; further: strong numbers were not always called active; reference of the scale not given here
Target sequence (P05107 whole entry, looked up, other chains not shown): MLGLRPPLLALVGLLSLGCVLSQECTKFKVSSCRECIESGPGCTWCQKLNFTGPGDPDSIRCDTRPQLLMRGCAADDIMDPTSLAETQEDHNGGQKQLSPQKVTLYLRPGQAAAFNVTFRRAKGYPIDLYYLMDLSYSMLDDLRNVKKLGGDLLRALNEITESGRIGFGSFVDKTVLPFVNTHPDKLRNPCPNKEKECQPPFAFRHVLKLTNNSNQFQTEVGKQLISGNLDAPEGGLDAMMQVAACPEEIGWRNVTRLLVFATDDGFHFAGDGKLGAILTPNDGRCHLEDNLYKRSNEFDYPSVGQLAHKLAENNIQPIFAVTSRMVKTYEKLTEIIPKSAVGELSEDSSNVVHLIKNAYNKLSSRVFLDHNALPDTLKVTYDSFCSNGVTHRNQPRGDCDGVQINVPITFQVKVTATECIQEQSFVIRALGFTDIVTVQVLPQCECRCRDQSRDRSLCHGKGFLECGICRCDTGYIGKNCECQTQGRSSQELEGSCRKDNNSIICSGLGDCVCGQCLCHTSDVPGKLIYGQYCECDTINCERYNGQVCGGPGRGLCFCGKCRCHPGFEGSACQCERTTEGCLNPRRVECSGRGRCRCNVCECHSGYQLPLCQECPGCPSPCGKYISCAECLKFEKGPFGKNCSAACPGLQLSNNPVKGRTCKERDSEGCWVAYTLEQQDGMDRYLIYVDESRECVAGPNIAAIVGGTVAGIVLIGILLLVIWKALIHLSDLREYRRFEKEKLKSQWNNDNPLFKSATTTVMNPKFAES
Mac1 fbg inh: inhibitors of human CD11b/CD18 binding to fibrinogen; P05107+P11215; K562 CD11b/CD18 adhesion to fibrinogen, ATPlite luminescence; Mn2+ added to activate the integrin; inhibition, % at 10 µM; hit rate 0.54% among 93,000;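 active means primary inhibition of 50% or more at 10 µM, then 40% or more on retest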; further: some results filed as inactive read as strong as hits
* hit, by the source's call.

1. Cc1cccc2sc(NC(=O)CN3C(=O)c4ccccc4C3=O)nc12
2. C=C(C)c1cccc(C(C)(C)NC(=O)Nc2ccc(Cl)cn2)c1
3. N=C1SC(c2ccccc2)C(=O)N1c1ncc(Cc2ccccc2Cl)s1 (centres undefined)
4. CCc1cccc(CC)c1NC(=O)CSc1nc2ccc(N3C(=O)C4C(C3=O)[C@H]3C=C[C@@H]4C3)cc2s1 (some centres undefined)
5. Cc1ccc(/C=N/NC(=O)CSc2nnc(-c3ccccc3)n2-c2ccc(Cl)cc2)o1
6. O=C(NNC(=O)C1CC2CCC1C2)c1sc2ccccc2c1Cl (centres undefined)

assay / entry	1	2	3	4	5	6
Mac1 fbg enh	31	-6	10	9	10	3
Mac1 fbg inh	1	88	70	14	6	9

7. O=c1[nH]c(CN2CCN(S(=O)(=O)c3ccc4c(c3)OCCO4)CC2)nc2sc3c(c12)CCCC3
8. COC(=O)N/N=C/c1c(C)c(C(=O)c2ccc(F)cc2)n2ccccc12
9. O=C(CSc1nnnn1-c1cccc(Cl)c1)Nc1ccc2c(c1)CCC2
10. CCOc1ccc(N(C(=O)c2cnsn2)C(C(=O)NC2CCCCC2)c2ccncc2)cc1 (centres undefined)
11. Cc1ccc(OCC(=O)N2CCN(S(=O)(=O)c3ccc(Cl)cc3)CC2)c([N+](=O)[O-])n1
12. COC(=O)c1ccc(C)c(NC(=O)CCNC(=O)c2ccc([N+](=O)[O-])cc2)c1

assay / entry	7	8	9	10	11	12
Mac1 fbg enh	-1	4	-1	-2	-3	8
Mac1 fbg inh	1	2	2	-20	-16	-2

13. Cc1cccc(OCCC(=O)NCC(=O)Nc2c(C)cccc2C)c1
14. COC(=O)c1ccc(C(=O)NC(=S)Nc2nc3c(s2)CCCC3)cc1
15. Cc1cc(C(=O)Cn2cc(C(F)(F)F)ccc2=O)c(C)n1-c1ccccc1
16. CCOc1ccccc1N1CCN(C(=S)NCc2ccco2)CC1
17. CC(C)C(=O)Nc1cccc(-c2csc(-c3ccccc3)n2)c1
18. CCOCCn1c(=NC(=O)/C=C/c2ccccc2Cl)sc2cc(NC(C)=O)ccc21

assay / entry	13	14	15	16	17	18
Mac1 fbg enh	-1	-2	2	-3	2	49
Mac1 fbg inh	9	47	16	2	6	11

19. O=C(Cc1ccccc1[N+](=O)[O-])Nc1ccc2c(c1)OCCO2
20. COC(=O)c1cc(Cl)c(NS(=O)(=O)c2ccccc2)cc1OC
21. CC[n+]1c(-c2ccccc2)csc1Nc1c(C)n(C)n(-c2ccccc2)c1=O
22. CC(=O)N1CCN(C(=S)c2ccc(Cl)cc2)CC1
23. Cn1cnnc1SC/C(O)=C(\C#N)c1nc2ccccc2[nH]1
24. Cc1cccc(C(=O)NNC(=O)CN2C(=O)c3ccccc3C2=O)c1

assay / entry	19	20	21	22	23	24
Mac1 fbg enh	2	-3	8	1	-1	8
Mac1 fbg inh	16	43	19	6	0	-13

25. COC(=O)c1ccc(/C=C/c2ccc3cccc(OC)c3n2)cc1
26. CC1(C)C([N+](=O)[O-])C(c2ccc(Cl)cc2)NC(c2ccc(Cl)cc2)C1[N+](=O)[O-] (centres undefined)
27. CC(C)C(=O)Nc1nnc(SCC(=O)NCc2ccco2)s1
28. O=[N+]([O-])c1ccccc1/C=N/n1c(C2CCCCC2)n[nH]c1=S
29. C=C(C)CNC(=S)NNC(=O)CCn1c2ccc(Cl)cc2c2cc(Cl)ccc21
30. C/C(=N/Nc1nc(-c2ccccc2)cc(-c2ccc(F)cc2)n1)c1cccc(N)c1

assay / entry	25	26	27	28	29	30
Mac1 fbg enh	6	4	1	-1	0	13
Mac1 fbg inh	-4	-1	-20	31	21	57

31. O=[N+]([O-])c1cc(C=Nc2ccc3ccccc3c2)ccc1Br
32. COCCN(C(=S)Nc1ccc(OC)cc1)C1CCN(C(C)C)CC1
33. CC(Sc1nc2ccccc2s1)C(=O)NC1CCCc2ccccc21 (centres undefined)
34. Cc1cccc(C)c1NC(=O)C(NC(=O)c1ccccn1)c1ccccc1[N+](=O)[O-] (centres undefined)
35. COc1ccc(/C=N/NC(=O)C2c3ccccc3-c3ccccc32)cc1
36. COc1ccc(C2Nc3ccccc3C(=O)N2c2ccc(F)cc2)cc1Cn1nnc2ccccc21 (centres undefined)

assay / entry	31	32	33	34	35	36
Mac1 fbg enh	-2	0	3	-5	54	-2
Mac1 fbg inh	10	9	7	1	-24	12

37. COc1ccc(-c2csc(/C(C#N)=C/Nc3ccc4c(c3)OCCO4)n2)cc1
38. O=C(Cc1ccc(Cl)cc1)Nc1ccc(-c2cc3ccccc3oc2=O)c(Cl)c1
39. Nc1nnc(SCC(=O)Nc2ccc3nc(SCC(=O)Nc4ccccc4)sc3c2)s1
40. CCN(CC)S(=O)(=O)c1ccc(N2CCOCC2)c(NC(=O)Cc2ccc(Cl)cc2)c1
41. CCOC(=O)/C(C#N)=C/c1c(Oc2cc(C)cc(C)c2)nc2ccccn2c1=O
42. Cc1ccc(NC(=O)C2C3CCCC2C3c2ccccc2)cc1 (centres undefined)

assay / entry	37	38	39	40	41	42
Mac1 fbg enh	82	40	1	1	-5	2
Mac1 fbg inh	1	17	74	-10	14	-17

43. CCOc1ccc(CNC(=O)c2ccc(Sc3ccc(C)cc3)c(NC(C)=O)c2)cc1OC
44. Cc1nnc(NC(=O)CC(NC(=O)C(F)(F)F)c2ccccc2)s1 (centres undefined)
45. Cc1ccccc1CSc1nc(-c2ccccc2)cc(=O)[nH]1
46. O=C(Cc1ccccc1)N/N=C/c1ccc(-c2ccc([N+](=O)[O-])cc2)o1
47. CC(C)c1ccccc1NC(=S)NC1CCN(Cc2ccccc2)CC1
48. COc1ccc(-c2nc(SC(CC(=O)NCc3ccccc3)c3ccc(OC)c(OC)c3)n[nH]2)cc1 (centres undefined)

assay / entry	43	44	45	46	47	48
Mac1 fbg enh	2	3	-3	35	1	3
Mac1 fbg inh	44	-10	-1	-13	2	-9

49. O=C(N/N=C/c1c[nH]c2ccc(Br)cc12)c1ccncc1
50. O=[N+]([O-])c1ccc(CSc2nc3ccccc3[nH]2)cc1
51. COC(=O)c1cc(NC(=O)CN(c2cccc(OC)c2)S(=O)(=O)c2ccccc2)ccc1Cl
52. COc1cc(-c2nnc(CSc3nnc(Nc4ccc(Oc5ccccc5)cc4)s3)o2)cc(OC)c1OC
53. CCCN(CCC)c1ccc(CC(=O)NC(C)Cc2ccccc2)cc1 (centres undefined)
54. Cc1ccc(NC(=O)c2cc3c(s2)CCCC3)cc1S(=O)(=O)Nc1ccccc1Cl

assay / entry	49	50	51	52	53	54
Mac1 fbg enh	-4	-2	2	32	-4	3
Mac1 fbg inh	0	55	20	-1	60	61

55. Cc1ccc(-c2nnc(Oc3ccc(NC(=O)c4ccccc4)cc3)c3ccccc23)cc1
56. O=C(c1ccccc1NS(=O)(=O)c1ccc(Cl)cc1)N1CCc2ccccc21
57. Oc1ccc(/C=N/N=C(c2ccccc2)c2ccccc2)c(O)c1O
58. COc1ccc(Nc2nc(S(=O)(=O)c3ccc(C)cc3)c(Cl)s2)cc1
59. Cc1ccc2c(Cl)cc(Cl)c(OCC(=O)Nc3cc(S(=O)(=O)N(C)C)ccc3C)c2n1
60. COc1ccc(C(CCNCc2ccccc2)c2ccc(F)cc2)cc1 (centres undefined)

assay / entry	55	56	57	58	59	60
Mac1 fbg enh	11	1	-2	-5	-1	4
Mac1 fbg inh	0	17	5	95	62	9

61. O=[N+]([O-])c1ccc(OCCCCN2CCCCC2)cc1
62. CCc1nc(Cl)c(C#N)c2c1CCCC2
63. NS(=O)(=O)c1ccc(NC(=S)NCc2ccccc2)cc1
64. Cc1ccc(NC(=O)C(=O)c2cn(CC(=O)N3CCCCC3)c3ccccc23)cc1
65. Cc1cc(C(=O)N2CCN(c3ccccn3)CC2)no1
66. CN1CCC2(CC1)N=C(c1ccc(F)cc1)C(=S)N2C(=O)c1ccc(C(C)(C)C)cc1

assay / entry	61	62	63	64	65	66
Mac1 fbg enh	5	7	-2	3	2	0
Mac1 fbg inh	-20	-1	-2	7	2	46

67. CCCNC(=O)Cn1nc([N+](=O)[O-])c([N+](=O)[O-])c1C
68. O=C(NN1C(=O)c2ccccc2NC1c1ccccn1)c1ccccc1 (centres undefined)
69. CCN(CC)S(=O)(=O)c1ccc(NC(=O)c2ccc(Sc3nncn3C)c([N+](=O)[O-])c2)cc1
70. Cc1ccc(C2=NN(CC(=O)NCc3cccnc3)C(=O)CC2)cc1
71. CCc1ccc2c(CN3CCN(S(=O)(=O)c4cccs4)CC3)cc(=O)oc2c1
72. CCCNC(=O)c1[nH]c(C)c(C(=O)OCC)c1C

assay / entry	67	68	69	70	71	72
Mac1 fbg enh	-6	3	-4	-2	-1	0
Mac1 fbg inh	-23	-17	-7	-8	-3	2

73. COc1ccc([N+](=O)[O-])cc1NC(=O)CC(c1ccccc1)c1ccccc1
74. O=C(NC1CCCCCCC1)c1c(O)c2ccccc2[nH]c1=O
75. CC(C)c1nc(Cl)c(C#N)c2c1CCCC2
76. COc1ccc(Cl)cc1NC(=O)CNc1ccccc1F
77. O=C(Nc1ccc(O)c(-c2nc3ccccc3o2)c1)C1(c2ccc(Br)cc2)CCCC1
78. Cc1ccc(S(=O)(=O)Nc2ccc3c(c2)CCC3)cc1C

assay / entry	73	74	75	76	77	78
Mac1 fbg enh	14	10	7	1	-1	-3
Mac1 fbg inh	24	-16	-14	0	-30	36

79. COC(=O)c1sc(NC(=S)NC(=O)c2ccccc2)nc1C
80. Cc1ccc(S(=O)(=O)Nc2ccccc2/C=N/c2nc3ccccc3n2C(C)C)cc1
81. COc1ccc(OCC(=O)NNC(=O)Cc2coc3cc(OC)ccc23)cc1
82. CN1CCC2(CC1)N=C(c1ccc(F)cc1)C(=S)N2C(=O)c1ccccc1
83. O=C(Nc1ccccc1Cl)N(Cc1nc2ccccc2c(=O)[nH]1)Cc1cccs1
84. O=C(COc1ccc(Cl)cc1)Nc1ccc2c(c1)CCC2

assay / entry	79	80	81	82	83	84
Mac1 fbg enh	5	-4	4	1	2	0
Mac1 fbg inh	21	28	14	2	-13	7

85. CCN(CC)S(=O)(=O)c1cc(C(=O)OCC(=O)Nc2cccc(C)c2C)ccc1F
86. O=C(CSc1nnc(-c2ccncc2)n1-c1ccc(F)cc1)NNC(=O)c1cccc(O)c1
87. COc1ccc(CCNC(=O)CSc2ccc3ccccc3c2)cc1OC
88. Cc1c2ccccc2nc2c(F)c(NC(C)C)c(F)c(F)c12
89. COc1ccccc1NC(=O)CC(NC1CCCCC1)C(=O)O (centres undefined)
90. O=C(COC(=O)Cc1ccc(F)cc1)Nc1cc(S(=O)(=O)N2CCOCC2)ccc1N1CCCC1

assay / entry	85	86	87	88	89	90
Mac1 fbg enh	9	2	0	12	5	-2
Mac1 fbg inh	14	8	3	40	-8	-1

91. C/C(=N\NS(=O)(=O)c1ccc(Cl)cc1)c1ccc(NC(=O)c2ccco2)cc1
92. O=C(Cc1ccc(F)cc1)Nc1ccccc1Sc1ccccc1
93. O=C(NC(=S)N(Cc1ccccc1)c1ccccn1)C1CC1
94. CC(C)c1cc(C(=O)NNC(=S)NCc2ccco2)c(O)c(C(C)C)c1
95. Cc1ccc(CSCCC(=O)NCCc2ccc(Cl)cc2)cc1
96. CC1S/C(=N/N=C/c2cccs2)NC1=O (centres undefined)
97. CCC(C)NC(=O)c1ccc([N+](=O)[O-])c(Cl)c1 (centres undefined)

assay / entry	91	92	93	94	95	96	97
Mac1 fbg enh	-2	-8	6	-10	5	10	8
Mac1 fbg inh	-4	10	-4	104	-1	-22	-5

Filtered by structure, those above with two or more sulfur atoms.
3. N=C1SC(c2ccccc2)C(=O)N1c1ncc(Cc2ccccc2Cl)s1 (centres undefined)
4. CCc1cccc(CC)c1NC(=O)CSc1nc2ccc(N3C(=O)C4C(C3=O)[C@H]3C=C[C@@H]4C3)cc2s1 (some centres undefined)
7. O=c1[nH]c(CN2CCN(S(=O)(=O)c3ccc4c(c3)OCCO4)CC2)nc2sc3c(c12)CCCC3
14. COC(=O)c1ccc(C(=O)NC(=S)Nc2nc3c(s2)CCCC3)cc1
27. CC(C)C(=O)Nc1nnc(SCC(=O)NCc2ccco2)s1
33. CC(Sc1nc2ccccc2s1)C(=O)NC1CCCc2ccccc21 (centres undefined)
39. Nc1nnc(SCC(=O)Nc2ccc3nc(SCC(=O)Nc4ccccc4)sc3c2)s1
52. COc1cc(-c2nnc(CSc3nnc(Nc4ccc(Oc5ccccc5)cc4)s3)o2)cc(OC)c1OC

assay / entry	3	4	7	14	27	33	39	52
Mac1 fbg enh	10	9	-1	-2	1	3	1	32
Mac1 fbg inh	70	14	1	47	-20	7	74	-1

54. Cc1ccc(NC(=O)c2cc3c(s2)CCCC3)cc1S(=O)(=O)Nc1ccccc1Cl
58. COc1ccc(Nc2nc(S(=O)(=O)c3ccc(C)cc3)c(Cl)s2)cc1
63. NS(=O)(=O)c1ccc(NC(=S)NCc2ccccc2)cc1
69. CCN(CC)S(=O)(=O)c1ccc(NC(=O)c2ccc(Sc3nncn3C)c([N+](=O)[O-])c2)cc1
71. CCc1ccc2c(CN3CCN(S(=O)(=O)c4cccs4)CC3)cc(=O)oc2c1
79. COC(=O)c1sc(NC(=S)NC(=O)c2ccccc2)nc1C
96. CC1S/C(=N/N=C/c2cccs2)NC1=O (centres undefined)

assay / entry	54	58	63	69	71	79	96
Mac1 fbg enh	3	-5	-2	-4	-1	5	10
Mac1 fbg inh	61	95	-2	-7	-3	21	-22

High-throughput results: PubChem, Sanford-Burnham Center for Chemical Genomics

This is a subset. The share of hits here may be higher or lower than overall.
